BRCT PPI green – BRCA1 BRCT-phosphoprotein interaction inhibition; P38398; BRCA1 BRCT-phosphopeptide binding, green fluorescence polarization; Potency, µM (titrated, usually from 76.9 µM), inactives show at the highest dose activity change, negative = inhibition, actives largely listed as inhibitors; 75,000 tested, 0.05% active;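 also: potency is read from the fitted curve at half-maximal effect; plate controls were peptide without protein for full effect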
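Fluorescence polarization: His-tagged BRCT (~35 kDa BRCA1 C-terminus, 250 nM) bound to 100 nM fluorescein-labeled phosphorylated 10-aa BACH1 peptide, pH 7.3 phosphate buffer with DTT and Tween 20. Compounds incubated 12 min at room temperature; inhibition read as lowered polarization.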
ALOX15 inhib – blocks human 15-lipoxygenase activity; purified 15hLO-1, xylenol orange hydroperoxide absorbance; AID 887; Potency, µM (titrated, usually from 57.1 µM), inactives show top-dose activity change, negative = inhibition, usual class: inhibitors; P16050; 74,000 tested, 1.4% active; also: potency is read from the fitted curve at half-maximal effect; nearly all actives have a fitted effect of over 55% in size
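40 nM 15hLO-1 + cpd, 15 min RT; start w/ 50 uM AA (final), 6 min RT; stop/detect w/ 200 uM XO + 300 uM Fe(II) in 50 mM H2SO4, 30 min; A573/A405. Buffer 25 mM Hepes pH 7.5, 0.01% Triton X-100. No-enzyme wells as negative control.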
USP2a inhib – USP2a (human) protease inhibition | USP2a enzymatic assay, qHTS inhibition | Potency, µM (top dose mostly 38.3 µM), for inactives: at the highest dose activity change, negative = inhibition, hits mostly inhibitors | 60,000 tested, 0.1% active | AID 927;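 also: potency is read from the fitted curve at half-maximal effect; nearly all actives have a fitted effect of over 60% in size; plate controls were DMSO for no effect and NEM full inhibition control for full effect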
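Coupled readout: USP2-cleaved Ub-PLA2 (20nM final) turns over NBD C6-HPC (20uM final), Ex 460nm/Em 535nm after 2.5 h, time-zero read flagging artifacts. Enzyme (20nM final, pH 8.0 Tris) given 30 min RT with compound first; NEM defines full inhibition.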
BRCT inh red – inhibitors of human BRCA1 BRCT-phosphoprotein interaction (red fluorophore). P38398. BRCT-phosphopeptide binding, red fluorescence polarization. Potency, µM (highest dose often 76.9 µM), for inactives: at the highest dose activity change, negative = inhibition, most hits filed as inhibitors. 75,000 tested, 0.03% active. AID 892
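Rhodamine-labelled pBACH1 10-mer (100 nM) bound to BRCT domain (100 nM) at pH 7.3; compounds incubated 12 min room temperature, polarization read. Free peptide defines full inhibition; unlabelled decapeptide titrated as control.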
* = called active by the depositor; [ ] = dose if it differs, or a comment. Calls follow the shape of the dose curve; as a rule, active = well fitted inhibition curve with a large enough effect; inconclusive = small, poorly fitted or top-dose-only effect; inactive = no such curve, though single readings can be large or run the other way. Unless noted, % is scaled to controls: 0 for no effect and ±100 for the full control effect. This is a subset. The share of hits here may be higher or lower than overall.

SMILES	BRCT PPI green	ALOX15 inhib	USP2a inhib	BRCT inh red
CC12CCC3C(=CCc4cc(O)ccc43)C1CCC2=O (stereo unspecified)	-1.2%[3.08 µM]	-11%	-18%	-1.1%
CC(=O)C1=C(O)C2C3c4c[nH]c5cccc(c45)CC3C(C)(C)N2C1=O (stereo unspecified)	-2.8%	-14%	37%[activator]	-2.0%

Assay outcomes as filed in PubChem.
